High-throughput results as filed in PubChem.
C2C12 statin = suppressors of statin myotoxicity in C2C12 myotubes, primary screen, cell-based, single point, plate reader. C2C12 myotubes + simvastatin, ATP luminescence, 48 h; scaled: DMSO 0, geranylgeraniol control 100. rescue of ATP level, % at 7.49 µM. 330,000 tested, 0.78% active;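 active means mean ATP rescue above about 67%, or every replicate alone reaching that limit, limit read from the data, passing the limit was not always enough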;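 further: myotubes were challenged with 10 µM simvastatin during compound exposure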
esBAF inh = Bmi1 luciferase reporter increase in mESCs, primary screen, esBAF inhibitor project, mouse ES cells, Bmi1 luciferase knock-in, single point; 350,000 tested, 2% active; reporter increase, % at 12.5 µM; 24 h; 100% = twice the neutral-well signal; AID 602393, 2012; in the data active means activation above about 40%;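 further: 0% = median of the plate's neutral control wells and 100% = double that signal; a rise in the Bmi1 reporter signal indicates esBAF inhibition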
ARNT-TACC3 inh = disruptors of ARNT/TACC3 protein interaction, primary screen, biochemical, AlphaScreen, single concentration; Transforming acidic coiled-coil-containing protein 3 (Homo sapiens), Q9Y6A5; AlphaScreen His-ARNT PAS-B/GST-TACC3 binding, luminescence; TACC3 fragment carries E629A point mutation; inhibition, % at 9.99 µM; 390,000 tested, 0.66% active;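 active means mean inhibition of replicates at least 50% and at least half of replicates each reaching 50%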;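 further: 0% = complete ARNT plus TACC3 wells and 100% = ARNT alone without TACC3; many hits fall short of the cut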
ERp5 inh = inhibitors of ERp5-driven insulin aggregation, primary screen, biochemical, turbidity, absorbance 650 nm, single point; Protein disulfide-isomerase A6 (Homo sapiens), Q15084; 90 min; inhibition, % at 9.99 µM; 350,000 tested, 0.05% active; AID 651711, 2012;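 active means mean replicate inhibition above about 25%, with every replicate also reaching it, limit read from the data, passing the limit was not always enough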
Target sequence (Q15084 whole entry, looked up): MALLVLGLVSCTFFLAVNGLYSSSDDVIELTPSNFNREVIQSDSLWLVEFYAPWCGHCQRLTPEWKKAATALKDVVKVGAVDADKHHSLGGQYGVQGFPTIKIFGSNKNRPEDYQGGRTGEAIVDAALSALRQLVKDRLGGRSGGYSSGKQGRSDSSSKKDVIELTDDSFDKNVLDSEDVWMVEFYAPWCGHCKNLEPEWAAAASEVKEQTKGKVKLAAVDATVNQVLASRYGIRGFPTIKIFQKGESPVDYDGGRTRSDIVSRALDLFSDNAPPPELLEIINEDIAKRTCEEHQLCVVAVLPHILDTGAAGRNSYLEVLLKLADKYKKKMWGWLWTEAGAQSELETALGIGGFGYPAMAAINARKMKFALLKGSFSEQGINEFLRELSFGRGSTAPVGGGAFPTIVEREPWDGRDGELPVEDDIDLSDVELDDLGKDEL
SIRT5 inh = SIRT5 desuccinylase inhibitors, primary screen, biochemical, fluorescence imaging, single point, set 5 | NAD-dependent protein deacylase sirtuin-5, mitochondrial (Homo sapiens), Q9NXA8 | inhibition, % at 15 µM | AID 652115, 2013 | Purified SirT5, succinyl-peptide AMC, trypsin-coupled fluorescence | 330,000 tested, 1.1% active; in the data active means inhibition above about 15%
Target sequence (Q9NXA8 whole entry, looked up): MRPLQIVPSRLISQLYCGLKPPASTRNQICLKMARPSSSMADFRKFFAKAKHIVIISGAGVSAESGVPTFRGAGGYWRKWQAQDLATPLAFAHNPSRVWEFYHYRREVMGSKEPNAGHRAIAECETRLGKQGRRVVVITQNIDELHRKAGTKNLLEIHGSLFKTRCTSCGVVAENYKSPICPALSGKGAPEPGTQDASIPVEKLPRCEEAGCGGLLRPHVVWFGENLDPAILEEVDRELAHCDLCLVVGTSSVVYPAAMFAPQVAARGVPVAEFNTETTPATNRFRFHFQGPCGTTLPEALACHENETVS
miR122 inh = miR-122 Renilla sensor signal increase in Huh7, primary screen, miR-122 inhibitor project, cell-based, single point, plate reader | Huh7 miR-122 Renilla luciferase sensor, 48 h; neutral wells = 0, positive control = 100 | activation (reporter increase), % at 12.5 µM | 340,000 tested, 0.3% active;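 active means mean replicate activation score at least 90 and every replicate individually at or above 90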;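 further: higher luciferase means less miR-122 activity so hits act as miR-122 inhibitors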
Cneo AK release = Cryptococcus neoformans cell lysis inducers, primary screen, AK release luminescence, single concentration | C. neoformans lysis, adenylate kinase release luminescence, 4 h; normalised: neutral wells 0, clomiphene wells 100 | lysis activity, % at 15 µM | 360,000 tested, 0.2% active | AID 651654, 2012;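 active means mean lysis activity across replicates of at least 80%, whatever share of replicates individually reach that level; inactive means mean lysis activity below 80%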
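Test system: log-phase Cryptococcus neoformans yeast cells; Quantity: yeast cell density of 5 × 10^6 cells/mL; Buffer or medium: YPD; Doses: single compound concentration per well; Timing: 4 h at 37 °C static, read 1 h later; Measured by: AK luminescence; Read-out basis: lysis from increased AK signal; Control set: Clomiphene as positive control.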
* hit, by the source's call; . = no result given; & = joins results of further samples; [ ] = another dose, or the depositor's remark.

SMILES | C2C12 statin | esBAF inh | ARNT-TACC3 inh | ERp5 inh | SIRT5 inh | miR122 inh | Cneo AK release
COc1cccc(-c2c(-c3cc(OC)cc(OC)c3)n(C)c3ccc(-c4cnc(OC)nc4)cc23)c1 | -7 | 4 | -2 | . | . | -4 | 0
CC(C)C[C@H](NC(=O)c1[nH]cnc1C(=O)Nc1ccccc1F)C(=O)OC(C)(C)C | 0 | -4 | . | -6 | . | 1 | 2
C[C@H]1CN([C@@H](C)CO)C(=O)c2cc(C#CC3CC3)cnc2O[C@@H]1CN(C)C(=O)Nc1ccc(F)cc1 | 6 | -2 | -13 | 9 | -3 | -4[16.7 µM] | 0
CC1(C)OC(=O)N(c2ccccc2)C12C=Cc1c(ccc3ccccc13)O2 (configuration not stated) | 1 | -29 | 4 | . | . | -3 | -1
O=C(C[C@H]1CC[C@@H]2[C@H](COC[C@H](O)CN2C(=O)Nc2ccc(C(F)(F)F)cc2)O1)NCC1CC1 | -55 | 3 | 1 | -2 | 7 | -5[16.7 µM] | -4
Cc1nc2ccccc2n1CC(O)COc1ccc(Br)cc1 (configuration not stated) | . | . | 10 | 0 | -2 | . | .
CCC(=O)N1C[C@@H]2[C@H](c3ccccc31)[C@H](CO)N2Cc1ccc(F)cc1 | -2 | -2 | 3 | -3 | -2 | 6[16.7 µM] | 2
O=C(CN1CCN(c2ccccn2)CC1)Nc1ccccc1Br | 1 | -3 | -5 | 2 | -4 | . | 1
Cc1ccccc1-c1nc(CN2CCC(C(=O)NCC3CCCO3)CC2)c(C)o1 (configuration not stated) | 1 | 1 | 5 | . | . | 6 | -2
NC(=O)C(c1ccccc1)C1CCCC1 (configuration not stated) | -18 | -7 | -1 | . | . | -8 | 2
C(=N\n1c2ccccc2c2ccccc21)/c1ccccc1 | . | . | 0 | 8 | -5 | . | .
CCN(C(=O)COC(=O)c1cc([N+](=O)[O-])ccc1N1CCOCC1)C1CCS(=O)(=O)C1 (configuration not stated) | 2 | -2 | 13 | -1 | 3 | -3 | 0
CCOn1c(=O)c(=O)n(O)c2ccccc21 | . | . | -8 | -5 | 1 | . | .
O=C(CNC(=O)c1ccc(Br)o1)NNC(=O)c1ccccc1F | -1 | 6 | 0 | -25 | -2 | . | 2
CCCCNC(=O)COC(=O)c1cc(S(=O)(=O)N2CCCCCC2)ccc1OC | 15 | 2 | -1 | . | . | -4 | -2
CCOC(=O)NC(NC(=S)Nc1ccccc1[N+](=O)[O-])C(Cl)(Cl)Cl (configuration not stated) | 5 | -2 | 5 | . | . | -1 | 4
C/C(=N\NC(=S)NC(C)C)c1ccc(Cl)c([N+](=O)[O-])c1 | . | . | 0 | -4 | 2 | . | .
Cn1cccc1C(=O)OCC(=O)N1CCc2ccccc2C1 | -1 | 31 | . | -8 | . | -1 | -2
NC(=O)C1CCN(C(=O)C(=O)c2cn(CC(=O)N3CCCCCC3)c3ccccc23)CC1 | 1 | 0 | 7 | -1 | 1 | -2 | 0
COc1cc(NC(=S)NCCN2CCOCC2)cc(OC)c1OC | -1 | -7 | -17 | -4 | -3 | -3 | .
CC(=O)c1c(C)[nH]c(C(=O)OCC(=O)N2CCc3ccccc3C2)c1C | 13 | 19 | -1 | 11 | -11 | -2 | 0
COc1ccc(CCNC(=O)CSc2ccc(-c3cccs3)nn2)cc1 | . | . | 1 | -16 | -2 | . | .
Cc1cc(=O)[nH]c(NN)n1 | -7 | -6 | 2 | -7 | -4 | 1 | 7
CCCCCCCCCc1nc(N)n[nH]1 | -8 | 0 | -15 | . | . | 1 | 1
CN(C)Cc1csc(NC(=O)Nc2ccccc2-c2ccccc2)n1 | 0 | -2 | . | 5 | 1 | -2 | 3

Complete entries, quoted from the list:
Cc1ccccc1-c1nc(CN2CCC(C(=O)NCC3CCCO3)CC2)c(C)o1 (configuration not stated) across the screens: C2C12 statin: 1; esBAF inh: 1; ARNT-TACC3 inh: 5; ERp5 inh: .; SIRT5 inh: .; miR122 inh: 6; Cneo AK release: -2
CCN(C(=O)COC(=O)c1cc([N+](=O)[O-])ccc1N1CCOCC1)C1CCS(=O)(=O)C1 (configuration not stated) across the screens: C2C12 statin: 2; esBAF inh: -2; ARNT-TACC3 inh: 13; ERp5 inh: -1; SIRT5 inh: 3; miR122 inh: -3; Cneo AK release: 0
CC(C)C[C@H](NC(=O)c1[nH]cnc1C(=O)Nc1ccccc1F)C(=O)OC(C)(C)C across the screens: C2C12 statin: 0; esBAF inh: -4; ARNT-TACC3 inh: .; ERp5 inh: -6; SIRT5 inh: .; miR122 inh: 1; Cneo AK release: 2

Sorted by the number under miR122 inh (highest first): 5 from the list above
canonical_smiles	miR122 inh
CC(C)C[C@H](NC(=O)c1[nH]cnc1C(=O)Nc1ccccc1F)C(=O)OC(C)(C)C	1
CCOC(=O)NC(NC(=S)Nc1ccccc1[N+](=O)[O-])C(Cl)(Cl)Cl (configuration not stated)	-1
CN(C)Cc1csc(NC(=O)Nc2ccccc2-c2ccccc2)n1	-2
CCN(C(=O)COC(=O)c1cc([N+](=O)[O-])ccc1N1CCOCC1)C1CCS(=O)(=O)C1 (configuration not stated)	-3
NC(=O)C(c1ccccc1)C1CCCC1 (configuration not stated)	-8

(cont.)
SMILES | C2C12 statin | esBAF inh | ARNT-TACC3 inh | ERp5 inh | SIRT5 inh | miR122 inh | Cneo AK release
CCN(CC)CCN1C(=O)C(=O)/C(=C(/O)c2ccc(S(=O)(=O)N3CCOCC3)cc2)C1c1ccc(Cl)cc1 (configuration not stated) | 8 | 2 | -8 | 0 | 0 | -1 | 0
COCCn1c(=N)c(S(=O)(=O)c2ccc(Br)cc2)cc2c(=O)n3ccccc3nc21 | 1 | 5 | -4 | 12 | -2 | -2 | 7
COc1ccccc1C(=O)Nc1ccc2c(c1)C(=O)N(C)[C@@H]1CC[C@@H](CC(=O)NCc3ccc(Cl)c(Cl)c3)O[C@H]1CO2 | -15 | -2 | -6 | 10 | 4 | 39[16.7 µM] | 4
CC(C)C(NS(=O)(=O)c1cccc(C(F)(F)F)c1)C(=O)O (configuration not stated) | . | . | -10 | -1 | -3 | 5 | -1
CCOc1ccc(NC(=O)CSc2nnnn2C2CCCC2)cc1 | -6 | -2 | 3 | 5 | 2 | -10 | 0
CCN(CC)CCN1C(=O)C(=O)/C(=C(/O)c2ccncc2)C1c1ccccc1 (configuration not stated) | -3 | -7 | 1 | . | . | 5 | -1
COc1ccc(S(=O)(=O)NCc2ccc(C(=O)NCCN(C)Cc3ccccc3)cc2)cc1 | -15 | 0 | . | 0 | 0 | -5 | 0
O=C(CN1CCC(n2nnc3cc(C(F)(F)F)ccc32)CC1)NCc1cccs1 | 9 | 2 | -1 | . | . | -10 | 0
CCCN(CC(=O)Nc1ccccc1OC)C(=O)CSc1ccc(Br)cc1C | -12 | -4 | . | -4 | -1 | -4 | -4
C[C@H]1CN([C@@H](C)CO)C(=O)c2cccc(NS(=O)(=O)c3cccs3)c2O[C@H]1CN(C)S(C)(=O)=O | . | 1 | -9 | 3 | -6 | 2[16.7 µM] | -7
CCCN1C[C@@H](C)[C@H](OC)CN(C)C(=O)c2ccc(NC(=O)c3ccccc3)cc2OC[C@@H]1C | 9 | 2 | -2 | 13 | 2 | 11[16.7 µM] | 0
CCOc1c(N2CCOCC2)c(=O)c1=O | -1 | -4 | -6 | 4 | -5 | 7 | 0
O=C(Nc1ccnn1C1CCN(C2CCC2)CC1)c1ccccc1 | -2 | -5 | -9 | -1 | -2 | -6 | -1
O=C(Cc1ccccc1F)Nc1nc(-c2ccc(F)c(F)c2)cs1 | 11 | 65* | -4 | -1 | 2 | -17 | 1
Cc1cccc(/C(N)=N/OC(=O)CCCc2ccccc2)c1 | . | . | -11 | -2 | -4 | 0 | -2
COc1ccc(-c2oc(NC(=O)CCl)c(C#N)c2-c2ccc(OC)cc2)cc1 | 18 | -8 | 8 | . | . | -2 | -7
CN(C)CC(=O)N[C@H]1CC[C@@H](CC(=O)NCc2ccccc2F)O[C@@H]1CO | 2 | -4 | -37 | -2 | 0 | . | 0
COc1cccc(C(=O)N2C[C@H]3[C@@H](c4ccccc42)[C@@H](CO)N3C(=O)NC(C)C)c1 | 2 | -1 | . | 1 | 3 | 33[16.7 µM] | -4
COc1ccc(/C=C/c2c(-c3ccccc3OC)sc3ccccc23)cc1OC | 15 | 1 | -1 | -1 | -4 | . | 1
O=C1C(=O)N(CCCN2CCOCC2)C(c2ccc([N+](=O)[O-])cc2)/C1=C(\O)c1ccc2c(c1)OCCO2 (configuration not stated) | 27 | 1 | 1 | 5 | 4 | -2 | 0
C[C@H]1CN([C@@H](C)CO)C(=O)c2cc(NC(=O)CCC(F)(F)F)ccc2O[C@H]1CN(C)C(=O)Nc1ccc2c(c1)OCO2 | -2 | 0 | -2 | 4 | -3 | -4[16.7 µM] | -1
OCCN1CCN(C(=S)Nc2cccc(C(F)(F)F)c2)CC1 | -3 | 2 | -14&-2 | -1&0 | 5&0 | 10&1 | 3
Cc1cccc(NC(=O)C(c2ccccc2Cl)N2CCOCC2)c1 (configuration not stated) | . | . | 10 | -5 | -3 | . | .
COc1ccc(NC(=O)COc2coc(CN3CCc4ccccc4C3)cc2=O)cc1 | -1 | -4 | -5 | -2 | 0 | -2 | 0
C[C@@H]1CN([C@H](C)CO)C(=O)c2cc(NC(=O)CCC(F)(F)F)ccc2O[C@@H]1CN(C)C(=O)Nc1cccc2ccccc12 | 13 | -4 | 7 | -9 | 1 | -10[16.7 µM] | -5

Three consecutive records from above, for reference:
SMILES | C2C12 statin | esBAF inh | ARNT-TACC3 inh | ERp5 inh | SIRT5 inh | miR122 inh | Cneo AK release
Cc1cccc(NC(=O)C(c2ccccc2Cl)N2CCOCC2)c1 (configuration not stated) | . | . | 10 | -5 | -3 | . | .
COc1ccc(NC(=O)COc2coc(CN3CCc4ccccc4C3)cc2=O)cc1 | -1 | -4 | -5 | -2 | 0 | -2 | 0
C[C@@H]1CN([C@H](C)CO)C(=O)c2cc(NC(=O)CCC(F)(F)F)ccc2O[C@@H]1CN(C)C(=O)Nc1cccc2ccccc12 | 13 | -4 | 7 | -9 | 1 | -10[16.7 µM] | -5

Marked active in esBAF inh, among the entries above:
Molecule | esBAF inh | ARNT-TACC3 inh | ERp5 inh | SIRT5 inh | miR122 inh
O=C(Cc1ccccc1F)Nc1nc(-c2ccc(F)c(F)c2)cs1 | 65* | -4 | -1 | 2 | -17

(continued)
SMILES | C2C12 statin | esBAF inh | ARNT-TACC3 inh | ERp5 inh | SIRT5 inh | miR122 inh | Cneo AK release
Cc1noc(C)c1NC(=O)N(C)C[C@@H]1Oc2ccc(NC(=O)Cn3cnnn3)cc2C(=O)N([C@H](C)CO)C[C@H]1C | 10 | 3 | 0 | -5 | -4 | 2[16.7 µM] | 0
CC(=O)c1cccc(NCC(=O)N2CCN(S(=O)(=O)c3ccccc3)CC2)c1 | -8 | 0 | 12 | -2 | 7 | 1 | 5
C[C@@H]1CN([C@H](C)CO)C(=O)c2cc(NC(=O)c3ccccc3)ccc2O[C@@H](C)CCCCO[C@H]1CN(C)S(=O)(=O)c1cccs1 | . | -4 | 3 | . | . | -4[16.7 µM] | -7
C[C@H]1CN([C@@H](C)CO)C(=O)Cc2cc(NC(=O)Nc3ccc(C(F)(F)F)cc3)ccc2O[C@H]1CN(C)Cc1ccc2c(c1)OCO2 | -17 | 2 | 1 | -3 | 0 | -8[16.7 µM] | 1
CN(C)c1ccc(/C=N/NC(=O)CN2CCCCC2)cc1Br | 4 | -6 | -7 | 4 | 3 | -3 | 0
OCc1ccc(O)c2ncccc12 | 6 | 0 | 71* | . | . | . | -1
CC(=O)Nc1ccc(Nc2nccc(C)n2)cc1 | -8 | 18 | . | -2 | 0 | -4 | -1
O=C(Cn1cc(C(F)(F)F)ccc1=O)N1CCc2ccccc2C1 | 20 | -2 | -1 | 5 | 2 | -4 | 1
